Screens: PubChem BioAssay, National Center for Advancing Translational Sciences (NCATS)
DT40 TDP1 CPT – DT40-hTDP1 cell growth loss with CPT | Potency, µM (doses to about 46.2 µM), for the others: top-dose activity change, negative = growth inhibition, hits mostly inhibitors | chicken DT40 Tdp1-/-;hTDP1 cells + 20 nM CPT, ATP luminescence, 48 h | hit rate 12% among 420,000; note: nearly all actives have a fitted effect of over 55% in size
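Chicken DT40 Tdp1-/- cells stably complemented with human TDP1 were seeded at 400 cells/well in medium containing 20 nM camptothecin, exposed to pin-transferred compounds, and grown at 37 °C for at least 48 hr. Viability was read as ATP luminescence.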
N370S GC – N370S glucocerebrosidase modulation, Gaucher chaperone candidate. P04062. N370S GC spleen homogenate, 4MU-glucoside fluorescence. Potency, µM (series often up to 59.4 µM), for inactives: at the highest dose activity change, negative = inhibition, most hits filed as inhibitors. hit rate 0.092% among 330,000. AID 2101;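 note: 0% = full enzyme activity and -100% = no enzyme basal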
FEN1 inhibitor – inhibitors of human flap endonuclease 1; P39748; Recombinant FEN1 flap cleavage, fluorescence, 15 min; Potency, µM (top dose mostly 114 µM), for inactives: at the highest dose activity change, negative = inhibition, usual class: inhibitors; hit rate 0.35% among 390,000; AID 588795; note: nearly all actives have a fitted effect of over 65% in size
Target sequence (P39748 whole entry, looked up): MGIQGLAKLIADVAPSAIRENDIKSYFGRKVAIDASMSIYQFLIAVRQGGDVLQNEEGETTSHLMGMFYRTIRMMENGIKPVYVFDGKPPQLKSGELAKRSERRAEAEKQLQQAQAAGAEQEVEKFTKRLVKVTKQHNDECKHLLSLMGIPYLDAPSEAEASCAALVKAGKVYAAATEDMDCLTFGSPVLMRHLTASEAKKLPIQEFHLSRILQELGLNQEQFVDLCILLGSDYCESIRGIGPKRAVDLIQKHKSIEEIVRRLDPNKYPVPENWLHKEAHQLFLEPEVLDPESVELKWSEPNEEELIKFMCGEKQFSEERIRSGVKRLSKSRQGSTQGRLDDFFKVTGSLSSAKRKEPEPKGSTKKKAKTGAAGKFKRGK
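In this screen, 50 nM flap DNA substrate was added to 10 nM FEN1 pretreated with compound for 15 min at room temperature; cleavage was followed with reads at 0 and 15 min, and Hill fitting gave concentration–response parameters.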
* = called active by the depositor; ? = inconclusive; . = no result given; & = joins results of further samples; [ ] = another dose, or the depositor's remark. Calls come from the whole dose curve; as a rule, active = well fitted curve in the direction sought with a large enough effect; inconclusive = small, poorly fitted or top-dose-only effect, or another doubt; inactive = no such curve, though single readings can be large; an effect the other way counts as inactive or inconclusive. Unless noted, % is set by controls: 0 for no effect and ±100 for the full control effect; potency is the fitted concentration of half-maximal effect. Only part of the results is shown; count on the stated rates, not on these rows.

SMILES	DT40 TDP1 CPT	N370S GC	FEN1 inhibitor
O=C(CS(=O)(=O)c1ccc(F)cc1)Nc1nccs1	7%	-3%	0%
O=C(CCc1nc2ccccc2c(=O)[nH]1)OCCOc1ccc(Cl)cc1	-17%	1%	14%
S=c1[nH]nc(COc2ccccc2)n1/N=C/c1cccs1	13%	15%	-11%
Cc1oc2ncn(C)c(=O)c2c1C(=O)NCc1ccccc1	0%	.	-10%
Cc1c(CCO)sc[n+]1CCc1ccccc1	?	.	-1%
Cc1ccc2c(c1)cc(CN(Cc1ccco1)S(=O)(=O)c1ccccc1)c1nnnn12	13µM*	15%	16%
Cc1ccc(NC(=O)CCC(=O)N2CCOc3ccccc32)c(Cl)c1	?	0%	-9%&21%
O=C(COC(=O)c1ccc(O)cc1)Nc1cc(S(=O)(=O)N2CCOCC2)ccc1Cl	-23%	.	0%
COc1cccc(NC(=O)COC(=O)COc2cccc3c2OC(C)(C)C3)c1	-16%	-11%	3%
COc1ccc(C(=O)NC(=S)NNC(=O)c2ccc3ccccc3n2)cc1	?	5%	-7%
Cc1nc(C)c(-c2csc(NCc3ccco3)n2)s1	?	1%	3%
CCc1cccc(NC(=O)c2ccc(Cn3nc(C)cc3C)o2)c1	?	11%	2%
COC(=O)c1ccccc1NC(=O)CCn1c(=O)oc2ccccc21	-14%	-2%	-21%
COc1ccc(-c2nn(-c3ccccc3)cc2C(=O)NCCCn2ccnc2)cc1	?	-4%	0%
O=C(COc1ccc2ccccc2c1)N1c2ccccc2Sc2ccccc21	?	?	-5%
COC(=O)C1Cc2ccccc2CN1S(=O)(=O)c1ccc(C)cc1 (stereo unspecified)	-13%	-3%	11%
O=C(c1ccc2ccccc2c1)N1CCN(c2ccccn2)CC1	3%	-1%	-3%
S=c1[nH]c2cc(Cl)ccc2s1	-2%	-1%[12.8 µM]	-14%
Cn1c(-c2ccc(Cl)nc2)nc2cc(Cl)ccc21	8%	-12%	5%
CC(=C/c1ccccc1)/C=N/NC(=O)c1cc(C)oc1C	-28%	8%	1%
Cc1cccc(N(CC(=O)NC2CCCC2)C(=O)c2nsc(Cl)c2Cl)c1C	?	0%	8%
Cc1ccc(C(=O)N/C(=C/c2ccccc2F)C(=O)NCCCn2ccnc2)cc1	?	1%	-3%
COc1ccc(CN2CCN(CC(=O)Nc3ccccc3C(=O)NC3CC3)CC2)cc1F	-18%	.	-1%
CCOc1ccc(NC(=O)CC2SC(=O)N(c3ccccc3)C2=O)cc1 (stereo unspecified)	1.2µM*	2%	7%
COc1cccc(NC(=O)CSC2=Nc3ccccc3C3=NC(CCC(=O)NCc4ccco4)C(=O)N23)c1 (stereo unspecified)	?	.	-15%
CCC1(c2ccccc2)NC(=O)N(CC(=O)Nc2nnc(C3CC3)s2)C1=O (stereo unspecified)	-20%	-8%	-3%
COc1cc(/C=N/NC2=NS(=O)(=O)c3ccccc32)cc(OC)c1OC	20%	-5%	-2%
COc1ccc(NC(=O)C2CC2)cc1S(=O)(=O)N1CCOCC1	4%	.	-3%
CCOC(=O)c1c(C)c(C(=O)NC2CCCCCC2)c(C)n1C	-1%	-7%	-14%
Cc1c(NC(=O)CC(C)C)cccc1-c1nc2cccnc2s1	?	.	2%

Given bar-delimited: 7 of the compounds above
SMILES | DT40 TDP1 CPT | N370S GC | FEN1 inhibitor
CC(=C/c1ccccc1)/C=N/NC(=O)c1cc(C)oc1C | -28% | 8% | 1%
Cc1cccc(N(CC(=O)NC2CCCC2)C(=O)c2nsc(Cl)c2Cl)c1C | ? | 0% | 8%
Cc1ccc(C(=O)N/C(=C/c2ccccc2F)C(=O)NCCCn2ccnc2)cc1 | ? | 1% | -3%
COc1ccc(CN2CCN(CC(=O)Nc3ccccc3C(=O)NC3CC3)CC2)cc1F | -18% | . | -1%
O=C(c1ccc2ccccc2c1)N1CCN(c2ccccn2)CC1 | 3% | -1% | -3%
CCOC(=O)c1c(C)c(C(=O)NC2CCCCCC2)c(C)n1C | -1% | -7% | -14%
CCOc1ccc(NC(=O)CC2SC(=O)N(c3ccccc3)C2=O)cc1 (stereo unspecified) | 1.2µM* | 2% | 7%

New compounds follow:
SMILES	DT40 TDP1 CPT	N370S GC	FEN1 inhibitor
COc1ccccc1-n1nnnc1SC(C)C(=O)NC1CCCC1 (stereo unspecified)	-2%	-7%	1%
Cc1ccc(OCC(=O)NCCS(=O)(=O)N2CCN(c3ccccc3)CC2)cc1	-25%	6%	0%
CCOC(=O)Cc1ccc(NC(=O)n2ncc3cc(Cl)ccc32)cc1	-1%	.	-14%
CCN(CC)CCOC(=O)C1c2ccccc2Oc2ccccc21	4%	-4%	-4%
CCc1nnc(NC(=O)c2cc(S(=O)(=O)N3CCCCC3)ccc2N2CCOCC2)s1	-18%	6%	16%
CCN(CC)S(=O)(=O)c1cc(NC(=O)Cn2cnc3ccccc3c2=O)ccc1C	?	6%	-3%
O=C(CN1CCN(CC(=O)Nc2ccc(F)cc2)CC1)NCC1(N2CCOCC2)CCCCC1	-13%	.	-17%
CCOC(=O)N1CCN(C(=O)c2ccc(OC)c(S(=O)(=O)N3CCOCC3)c2)CC1	-6%	5%	20%
C#CCOCCOCCOCCNc1nc(N2CCN(C(=O)CCCCCCCCCCNC(=O)[C@@H]([C@H](C)O)n3cc(C)nn3)CC2)nc(N2CCN(C(=O)CCCCCCCCCCNC(=O)[C@@H]([C@H](C)O)n3cc(C)nn3)CC2)n1	?	-22%	-10%
N#Cc1nc(COc2ccccc2Cl)oc1N1CCCCCC1	?	?	17%
CCCOc1ccc(N2C(=O)C/C(=C\c3ccccc3)C2=O)cc1	?	14%	-7%
CC1NC(=O)NC1CCCCCC(=O)NCCc1ccccc1 (stereo unspecified)	-7%	1%	2%
CCOC(=O)CCP(=O)(O)C(O)(c1ccccc1)c1ccccc1	-9%	0%	6%
CC(=O)N(CN1C(=O)C2CC=CCC2C1=O)c1cccc(Cl)c1 (stereo unspecified)	-3%	-1%	-4%
O=C(CN1CCN(Cc2ccccc2)CC1)N/N=C/c1ccc(Br)s1	?	-13%	0%
O=C(Nc1ccccc1N1CCN(c2ccc(F)cc2)CC1)C1CCCCC1	-7%	6%	-2%
c1ccc(CSc2nnc(-c3cccs3)o2)cc1	-16%	-1%	-1%
COC(=O)c1cn(NC(=O)C2CCCCC2)c(=O)c2ccccc12	-13%	7%	12%
COc1ccc(CC(=O)Nc2ccc(OC)c(NC(=O)c3ccco3)c2)cc1	-19%	9%	2%
CC1CC(=Cc2ccc([N+](=O)[O-])cc2)C(=O)O1 (stereo unspecified)	1%	.	-1%
COCCCNC(=O)c1c(F)c(F)c(F)c(F)c1F	-1%	-12%	-8%
CCOC(=O)c1nn(-c2ccccc2C)c(=O)c2c(N)scc12	?	-4%	-4%
CCN(CC)C(=O)c1ccc(NS(=O)(=O)c2ccc3[nH]c(=O)[nH]c3c2)cc1	-2%	-6%	2%
COc1ccc(S(=O)(=O)Nc2ccc(Cc3ccncc3)cc2)cc1OC	12µM*	5%	-1%
CN1C(c2ccc(F)cc2)=CS/C1=C(\C#N)c1nnc2n1-c1ccccc1SC2	?	4%	10%
O=C(CN1C(=O)CCOc2ccccc21)Nc1cccc(S(=O)(=O)N2CCOCC2)c1	7%	.	7%
CCOc1ccc(N=Cc2c(O)n(-c3cccc(C)n3)c(=O)c3ccccc23)cc1	?	-4%	-2%
O=C(O)C1CCN(c2ncnc3ccc(-c4ccccc4C(F)(F)F)cc23)CC1	-1%	7%	.
CN(CCOc1ccc(Br)cc1)CC(=O)Nc1cccc(S(=O)(=O)NC2=NCCC2)c1	-21%	-4%	-3%
CCOC(=O)C1(CC2CCCCO2)CCN(S(=O)(=O)c2ccc(C)s2)CC1 (stereo unspecified)	-7%	4%	0%
CCCC(=O)N1CCCC(c2nc(-c3cccs3)no2)C1 (stereo unspecified)	?	3%	12%
CSc1cccc(NC(=O)CC(c2ccc(F)cc2)N2Cc3ccccc3C2=O)c1 (stereo unspecified)	23µM*	.	-5%
CCCCn1c(N)c(N(CC)C(=O)CSCc2ccc(C)cc2)c(=O)[nH]c1=O	-13%	-1%	-4%
CCOc1ccc(N2C(=O)CC(N3CCN(C(=O)CN4CCCC4)CC3)C2=O)cc1 (stereo unspecified)	-24%	-8%	8%
COc1ccc(N2CCN(C(=O)CSc3nnc4c(C)cc5cc(C)ccc5n34)CC2)cc1	?	-5%	-7%
COC(=O)c1ccc(NC(=O)c2ccccc2SC)cc1	-6%	7%	-9%
C=C1CCN(C(C(=O)OC)C(C)C)S(=O)(=O)c2ccc(F)cc21 (stereo unspecified)	?	4%&1%	-16%&4%
COc1ccccc1C(=O)NNC(=O)C(=O)Nc1ccc(C)cc1	?	3%	8%
O=C(COC(=O)c1cc[n+]([O-])cc1)Nc1ccc2c(c1)OCCO2	0%	4%	-7%
O=C(Nc1nc(-c2ccncc2)cs1)C1COc2ccccc2O1 (stereo unspecified)	21µM*	-1%	-34%
O=C(O)CCn1c(=O)[nH]c(=O)n(CCC(=O)O)c1=O	5%	4%	5%
COc1ccc(-c2csc(N(CCCN(C)C)C(=O)c3ccccc3F)n2)cc1	9.2µM*	-14%	7%
CC(=O)c1cccc(CN2CCC(C(=O)Nc3ccc(Oc4cccnc4)cc3)CC2)c1	?	-9%	-3%
COc1ccc(NC(=O)c2c(C(=O)Nc3ccccc3)sc3nc(C)cc(=O)n23)cc1	-18%	.	22%
COc1ccc(OCc2nc(-c3ccc(F)c(F)c3)cs2)cc1	-18%	15%	-7%
COc1ccc(C(=O)/C=C/c2ccc3c(c2)OCCO3)cc1	?	9%	1%
O=C(c1ccccc1)N1N=C(c2ccco2)CC1c1cccs1 (stereo unspecified)	?	?	13%
Cc1c(Nc2cc(=O)oc3ccccc23)c(=O)n(-c2ccccc2)n1C	9%	3%	0%
COc1ccccc1CNC(=O)CN1C(=O)COc2ccc(S(=O)(=O)Nc3ccccc3)cc21	-6%	.	1%
CN(CCC#N)C(=O)c1cc2c(s1)-c1ccccc1SC2	1%	12%	-1%
C=CCn1c(SC(C)C(=O)Nc2ccc(Cl)cn2)nnc1C1CC1 (stereo unspecified)	19%	-3%	3%
O=c1[nH]c(SCc2nc3ccccc3n2Cc2ccccc2)nc2ccccc12	-26%	6%[12.8 µM]	8%

Structures shown so far that contain a cyano group (3):
SMILES	DT40 TDP1 CPT	N370S GC	FEN1 inhibitor
N#Cc1nc(COc2ccccc2Cl)oc1N1CCCCCC1	?	?	17%
CN1C(c2ccc(F)cc2)=CS/C1=C(\C#N)c1nnc2n1-c1ccccc1SC2	?	4%	10%
CN(CCC#N)C(=O)c1cc2c(s1)-c1ccccc1SC2	1%	12%	-1%
